MazF activator: MazEF (E. coli) toxin RNase activation; FAM/BHQ RNA-DNA oligo cleavage fluorescence, 5 h; 350,000 compounds, 0.32% hits; AID 504720; activation, % at 20 µM; in the data active means activation above about 50%
Target sequence (P0AE70 whole entry, looked up): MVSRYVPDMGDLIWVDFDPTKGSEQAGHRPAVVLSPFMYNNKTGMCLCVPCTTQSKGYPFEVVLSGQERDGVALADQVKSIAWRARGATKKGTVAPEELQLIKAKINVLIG
Rv3671c protease: inhibits the M. tuberculosis serine protease Rv3671c | inhibition, % at 5.96 µM | 320,000 compounds, 0.048% hits | AID 2606; in the data active means inhibition above about 38%;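 further: extracellular domain of Rv3671c used as enzyme; 0% = enzyme with DMSO and 100% = no enzyme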
BoNT F protease: blocks Botulinum neurotoxin F light chain protease | Multiplex microsphere protease cleavage assay, flow cytometry | inhibition, % at 10 µM | 360,000 compounds, 0.22% hits | AID 588497; in the data active means inhibition above about 35%, passing the limit was not always enough; inconclusive means no clear call, values can overlap the other calls; further: plate controls were buffer without enzyme for full effect and enzyme alone for no effect
FadD28 FP inh: blocks FadD28 binding to the bisubstrate probe. inhibition, % at 12.5 µM. AID 588549. fluorescence polarization. 360,000 compounds, 0.22% hits; in the data active means inhibition above about 8.5%, passing the limit was not always enough; inconclusive means no clear call, values can overlap the other calls
PrPC surface inh: reduces human prion protein on the cell surface; inhibition, % at 13.8 µM; AID 720596; cell surface PrPC, TR-FRET read-out; 370,000 compounds, 0.43% hits; P04156; in the data active means inhibition above about 24%; further: 0% = median of the test wells and 100% = reference compound wells
Mtb FBA inh: Mtb fructose-bisphosphate aldolase inhibition | inhibition, % at 1 µM | 360,000 compounds, 2.3% hits | P9WQA3 | purified M. tuberculosis FBA, fluorescence read-out; in the data active means inhibition above about 27%;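 further: 0% = vehicle and 100% = reference inhibitor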
Target sequence (P9WQA3 whole entry, looked up): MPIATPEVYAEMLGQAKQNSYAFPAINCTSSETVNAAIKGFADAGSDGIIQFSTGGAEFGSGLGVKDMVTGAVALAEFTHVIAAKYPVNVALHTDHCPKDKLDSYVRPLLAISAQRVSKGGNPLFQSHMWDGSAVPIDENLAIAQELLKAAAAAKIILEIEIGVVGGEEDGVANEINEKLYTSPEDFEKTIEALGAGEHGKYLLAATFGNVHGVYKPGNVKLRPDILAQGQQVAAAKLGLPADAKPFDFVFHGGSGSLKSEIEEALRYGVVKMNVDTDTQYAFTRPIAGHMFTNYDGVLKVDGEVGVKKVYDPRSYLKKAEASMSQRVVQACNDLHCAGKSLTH
BioA inh: blocks M. tuberculosis BioA enzyme activity; AID 602481; inhibition, % at 9.99 µM; 360,000 compounds, 0.096% hits; purified M. tuberculosis BioA enzyme, plate reader; in the data active means inhibition above about 40%; inconclusive means no clear call, values can overlap the other calls
GDH-TPI counter: inhibits GDH-TPI coupling enzymes, artifact for Mtb FBA screen | inhibition, % at 4.8 µM | 360,000 compounds, 1.2% hits | GDH-TPI coupled enzyme counterscreen, NADH absorbance; in the data active means inhibition above about 30%;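 further: 0% = DMSO wells and 100% = wells lacking the enzyme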
Mtb UGM inh: Mtb UDP-galactopyranose mutase inhibition; P9WIQ1; purified UGM, fluorescence polarization probe displacement; inhibition, % at 10 µM; 320,000 compounds, 0.06% hits; in the data active means inhibition above about 10%, passing the limit was not always enough; inconclusive means no clear call, values can overlap the other calls
Target sequence (P9WIQ1 whole entry, looked up): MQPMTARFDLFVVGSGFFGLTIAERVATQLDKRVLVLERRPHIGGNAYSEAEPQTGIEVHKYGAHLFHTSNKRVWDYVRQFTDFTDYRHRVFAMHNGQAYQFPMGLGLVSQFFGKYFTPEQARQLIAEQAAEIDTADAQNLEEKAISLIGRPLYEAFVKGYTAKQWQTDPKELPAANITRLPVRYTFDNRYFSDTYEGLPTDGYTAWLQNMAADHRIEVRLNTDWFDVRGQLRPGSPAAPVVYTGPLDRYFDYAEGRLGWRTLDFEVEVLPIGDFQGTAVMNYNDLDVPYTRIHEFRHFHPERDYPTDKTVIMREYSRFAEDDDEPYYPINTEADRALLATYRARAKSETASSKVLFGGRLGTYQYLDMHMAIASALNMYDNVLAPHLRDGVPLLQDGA
An asterisk follows results filed as active; u = inconclusive; x = not tested or not shown; + = active, no number. Compounds as they come (roughly 4.8% active in at least one column).

entry	SMILES	MazF activator	Rv3671c protease	BoNT F protease	FadD28 FP inh	PrPC surface inh
1	COc1ccc(CN(CC(=O)NC2CCCC2)C(=O)CCC(=O)Nc2cc(C)on2)cc1	-10	-3	-1	-2.4	-4
2	CSc1cc(CS(=O)(=O)c2ccccc2)nc(-c2ccccc2)n1	-3	2	-3	-1.5	3
3	Cc1cc(=O)n2[nH]c(Nc3cccc(Cl)c3)nc2n1	-16	-4	u	-3.9	-1
4	O=C1NC2(CCCC2)N=C1c1ccc(Cl)cc1	3	4	-2	-1.3	7
5	CC(=O)Nc1ccc(S(=O)(=O)NCCc2ccc(S(N)(=O)=O)cc2)cc1	4	0	6	-1.5	6
6	COc1ccc(NC(=S)NC(=O)Cc2ccccc2)c(OC)c1	0	-8	x	0.0	5
7	O=C(O)CSc1nnc(-c2ccco2)o1	2	10	-26	-2.1	-5
8	COc1cc2c(C(=O)N3CCN(c4cccc(Cl)c4)CC3)cn(CC(C)C)c(=O)c2cc1OC	0	-18	38*	-1.8	7
9	O=C(NNc1nc2c(F)cccc2s1)c1cc(=O)c2ccccc2o1	-4	-3	-3	-2.4	-4
10	N#CCCN1CCNCC1	-3	3	7	-3.0	-4

entry	Mtb FBA inh	BioA inh	GDH-TPI counter	Mtb UGM inh
1	0	0.7	9	1.1
2	-4	1.7	-1	-2.0
3	-2	-1.0	-9	-0.2
4	3	-1.8	-7	-0.5
5	-7	1.6	8	-0.4
6	2	0.7	10	2.1
7	-1	-1.2	-10	0.3
8	0	0.1	0	1.8
9	-1	0.8	15	-1.2
10	-1	-1.1	4	0.8

Compound profiles (already shown).
`COc1cc2c(C(=O)N3CCN(c4cccc(Cl)c4)CC3)cn(CC(C)C)c(=O)c2cc1OC` across the screens: MazF activator: 0; Rv3671c protease: -18; BoNT F protease: 38*; FadD28 FP inh: -1.8; PrPC surface inh: 7; Mtb FBA inh: 0; BioA inh: 0.1; GDH-TPI counter: 0; Mtb UGM inh: 1.8
`O=C(O)CSc1nnc(-c2ccco2)o1` across the screens: MazF activator: 2; Rv3671c protease: 10; BoNT F protease: -26; FadD28 FP inh: -2.1; PrPC surface inh: -5; Mtb FBA inh: -1; BioA inh: -1.2; GDH-TPI counter: -10; Mtb UGM inh: 0.3

Remaining list, next part
entry	SMILES	MazF activator	Rv3671c protease	BoNT F protease	FadD28 FP inh	PrPC surface inh
11	Clc1ccc(CSc2ccc(-c3ccco3)nn2)cc1	-5	2	-4	-2.8	0
12	CN(C(=O)c1ccc(NC(=O)Cc2ccc(NC(=O)C3CCCN(C(=O)CCc4ccccc4)C3)cc2)cc1)C1CC1 (stereo not given)	4	9	-16	-1.1	0
13	COc1ccc(C(=O)COC(=O)C2COc3ccccc3O2)c(OC)c1 (stereo not given)	1	x	-1	-3.8	-3
14	OC(CN1C2=NCCN2c2ccccc21)c1ccc(Br)cc1 (stereo not given)	-9	-1	-26	0.0	-5
15	CCCCCCN=C(C)c1c(O)n(CCCC)c(=O)[nH]c1=O	1	5	3	-0.5	3
16	CC(=O)OCC1OC(Sc2cccc3cccnc23)C(OC(C)=O)C(OC(C)=O)C1OC(C)=O (stereo not given)	6	-1	u	-5.8	-8
17	CC1COCC(C)N1C(=O)c1cccnc1 (stereo not given)	5	x	-1	0.3	6
18	CCOc1cc2[nH]c(=S)n(CCc3ccc(OC)c(OC)c3)c(=O)c2cc1OCC	-14	9	-4	-0.2	-1
19	Cc1cc2cc(CCNC(=O)CCc3ccccc3)c(=O)[nH]c2cc1C	5	-4	-1	-2.2	0
20	O=C(NC(=S)N1CCCCC1)c1cccnc1	-6	1	6	-4.8	-1

entry	Mtb FBA inh	BioA inh	GDH-TPI counter	Mtb UGM inh
11	1	x	-3	2.7
12	0	0.1	7	1.0
13	-2	-0.4	-7	x
14	3	-0.2	3	-5.2
15	0	-0.3	-10	0.8
16	36*	0.0	-3	0.7
17	4	-1.9	19	x
18	2	-2.5	7	-2.0
19	2	-1.2	5	-1.2
20	-6	0.1	-7	2.7

New compounds follow
entry	SMILES	MazF activator	Rv3671c protease	BoNT F protease	FadD28 FP inh	PrPC surface inh
21	CC(=O)[C@@]1(O)CC[C@H]2[C@@H]3CC=C4C[C@@H](O)CC[C@]4(C)[C@H]3CC[C@@]21C	-28	-8	-10	-2.5	0
22	COc1cccc(/C=N/NC(=O)Cn2cnc3c2c(=O)n(C)c(=O)n3C)c1	5	4	-4	0.7	5
23	O=C(CSc1ccc2nnc(-c3cccs3)n2n1)N1CCOCC1	6	x	-4	-0.4	-2
24	Cc1ccc(S(=O)(=O)N2CCN(C(=O)COC(=O)CNC(=O)c3ccc(Cl)cc3Cl)CC2)c(C)c1	-9	x	-4	-2.9	14
25	COc1cccc(C2=CC(=O)CCC2)c1	10	4	2	-1.1	-1
26	CC1CC(=O)Nc2cc([N+](=O)[O-])ccc2N1 (stereo not given)	7	-1	5	0.3	-14
27	Oc1cc(Nc2cccnc2)cc2cccnc12	8	2	-22	1.2	-6
28	CCC(C)C(=O)NCCc1ccc(S(N)(=O)=O)cc1 (stereo not given)	7	-11	6	-0.8	-4
29	COc1ccc(N2CCN(CC(O)COC(c3ccccc3)c3ccccc3)CC2)cc1 (stereo not given)	8	1	9	1.6	-13
30	COc1ccc(S(=O)(=O)N2CCC[C@H]2C(=O)NCc2ccc(Cl)cc2)cc1	-2	-2	1	-3.7	-1

entry	Mtb FBA inh	BioA inh	GDH-TPI counter	Mtb UGM inh
21	1	0.2	4	0.8
22	0	0.0	7	5.1
23	1	5.4	-6	x
24	1	-0.4	4	x
25	5	0.5	4	-0.4
26	-1	x	8	1.5
27	-2	-1.2	5	-2.4
28	3	x	-5	-2.1
29	2	-0.5	11	-0.7
30	2	-1.1	0	-2.1

Continuation.
entry	SMILES	MazF activator	Rv3671c protease	BoNT F protease	FadD28 FP inh	PrPC surface inh
31	O=C(Nc1cccc2ccccc12)C(=O)C1C(=O)Nc2ccccc21 (stereo not given)	8	8	-6	0.4	0
32	CCCS(=O)(=O)c1c(S(=O)(=O)CCC)c2c3ccccc3ccn2c1C(N)=O	4	-4	6	-2.8	6
33	Cc1cccc(CN2CCN(Cc3ccc(-n4cccn4)cc3)CC2CCO)n1 (stereo not given)	-1	16	-2	-2.7	1
34	CN(C(=O)NC1CCCCC1)[C@H]1C[C@H]2c3[nH]c4ccccc4c3CCN2C(=O)[C@H]1CO	4	x	-2	-1.0	-11
35	N#CC(C#N)=Cc1c[nH]c(=O)c(C#N)c1Nc1ccccc1	-134	-3	34	-2.1	-23
36	Cc1ccc(CC(C)(O)CC(C)(O)Cc2ccc(C)cc2)cc1 (stereo not given)	1	x	-17	-0.1	2
37	CCOC(=O)c1[nH]c(C)c(C(=O)N2CCC3(CC2)OCCO3)c1C	1	1	2	0.5	-6
38	Cc1cc(=O)[nH]c(SCC(=O)Nc2ccc(C)c(S(=O)(=O)N3CCCCC3)c2)n1	0	-23	-33	-1.8	5
39	Cc1nn(-c2ccccc2)c(N2CCCC2)c1/C=N/NC(=S)Nc1ccccc1C(F)(F)F	-2	0	-6	-2.8	1
40	C=CP(=O)(O)c1ccccc1	-6	-1	2	0.5	-4

entry	Mtb FBA inh	BioA inh	GDH-TPI counter	Mtb UGM inh
31	21	-2.4	26	-1.0
32	4	-0.7	-6	-1.9
33	4	x	10	-3.3
34	152*	2.2	18	x
35	+	-1.9	16	4.7
36	1	3.8	11	x
37	0	-1.3	8	-2.1
38	1	-0.4	1	3.6
39	-2	x	11	-0.6
40	4	-0.5	12	3.3

(more compounds)
entry	SMILES	MazF activator	Rv3671c protease	BoNT F protease	FadD28 FP inh	PrPC surface inh
41	COc1ccc(-c2csc3ncnc(N4CCN(S(=O)(=O)c5ccc(C(C)=O)cc5)CC4)c23)cc1	-11	-14	11	0.9	-8
42	Cc1ccc(CC(=O)OC(C)C(=O)NC2CCCCC2C)cc1C (stereo not given)	4	-3	-8	-1.5	4
43	Cc1ccc(CN2CCC(C(=O)NCCC(C)C)CC2)o1	-2	-4	-8	-0.4	2
44	COc1cc(-c2nn3c(COc4ccccc4)nnc3s2)cc(OC)c1OC	5	-7	1	-2.7	-2
45	CCCCc1nc2sc3c(c2c(=O)[nH]1)CC(C)(C)OC3	0	3	-1	-3.8	-3
46	COC(=O)/C=C1/SC(=Nc2ccc(C)cc2C)NC1=O	9	2	1	-2.6	6
47	O=C(NCC1CCCO1)C1c2ccccc2C(=O)N1Cc1ccc2c(c1)OCO2 (stereo not given)	3	-10	2	-2.4	5

entry	Mtb FBA inh	BioA inh	GDH-TPI counter	Mtb UGM inh
41	2	0.5	-3	-1.0
42	0	0.8	-1	-6.9
43	-2	-1.2	2	2.3
44	3	-6.7	-8	-0.7
45	0	x	-10	2.8
46	-4	-1.1	27	-3.0
47	-4	1.0	4	0.3

Some of the entries so far, as a markdown table.
| no. | structure | MazF activator | Rv3671c protease | BoNT F protease | FadD28 FP inh | PrPC surface inh | Mtb FBA inh | BioA inh | GDH-TPI counter | Mtb UGM inh |
| --- | --- | --- | --- | --- | --- | --- | --- | --- | --- | --- |
| 33 | Cc1cccc(CN2CCN(Cc3ccc(-n4cccn4)cc3)CC2CCO)n1 (stereo not given) | -1 | 16 | -2 | -2.7 | 1 | 4 | x | 10 | -3.3 |
| 34 | CN(C(=O)NC1CCCCC1)[C@H]1C[C@H]2c3[nH]c4ccccc4c3CCN2C(=O)[C@H]1CO | 4 | x | -2 | -1.0 | -11 | 152* | 2.2 | 18 | x |
| 35 | N#CC(C#N)=Cc1c[nH]c(=O)c(C#N)c1Nc1ccccc1 | -134 | -3 | 34 | -2.1 | -23 | + | -1.9 | 16 | 4.7 |
| 36 | Cc1ccc(CC(C)(O)CC(C)(O)Cc2ccc(C)cc2)cc1 (stereo not given) | 1 | x | -17 | -0.1 | 2 | 1 | 3.8 | 11 | x |
| 37 | CCOC(=O)c1[nH]c(C)c(C(=O)N2CCC3(CC2)OCCO3)c1C | 1 | 1 | 2 | 0.5 | -6 | 0 | -1.3 | 8 | -2.1 |
| 38 | Cc1cc(=O)[nH]c(SCC(=O)Nc2ccc(C)c(S(=O)(=O)N3CCCCC3)c2)n1 | 0 | -23 | -33 | -1.8 | 5 | 1 | -0.4 | 1 | 3.6 |
| 39 | Cc1nn(-c2ccccc2)c(N2CCCC2)c1/C=N/NC(=S)Nc1ccccc1C(F)(F)F | -2 | 0 | -6 | -2.8 | 1 | -2 | x | 11 | -0.6 |
| 40 | C=CP(=O)(O)c1ccccc1 | -6 | -1 | 2 | 0.5 | -4 | 4 | -0.5 | 12 | 3.3 |
| 41 | COc1ccc(-c2csc3ncnc(N4CCN(S(=O)(=O)c5ccc(C(C)=O)cc5)CC4)c23)cc1 | -11 | -14 | 11 | 0.9 | -8 | 2 | 0.5 | -3 | -1.0 |
| 42 | Cc1ccc(CC(=O)OC(C)C(=O)NC2CCCCC2C)cc1C (stereo not given) | 4 | -3 | -8 | -1.5 | 4 | 0 | 0.8 | -1 | -6.9 |
| 43 | Cc1ccc(CN2CCC(C(=O)NCCC(C)C)CC2)o1 | -2 | -4 | -8 | -0.4 | 2 | -2 | -1.2 | 2 | 2.3 |
| 44 | COc1cc(-c2nn3c(COc4ccccc4)nnc3s2)cc(OC)c1OC | 5 | -7 | 1 | -2.7 | -2 | 3 | -6.7 | -8 | -0.7 |
| 45 | CCCCc1nc2sc3c(c2c(=O)[nH]1)CC(C)(C)OC3 | 0 | 3 | -1 | -3.8 | -3 | 0 | x | -10 | 2.8 |
| 46 | COC(=O)/C=C1/SC(=Nc2ccc(C)cc2C)NC1=O | 9 | 2 | 1 | -2.6 | 6 | -4 | -1.1 | 27 | -3.0 |
| 47 | O=C(NCC1CCCO1)C1c2ccccc2C(=O)N1Cc1ccc2c(c1)OCO2 (stereo not given) | 3 | -10 | 2 | -2.4 | 5 | -4 | 1.0 | 4 | 0.3 |

Compound activity (PubChem)
